GLP1R inv ag = qHTS of GLP-1 Receptor Inverse Agonists (Inhibition Mode); Glucagon-like peptide 1 receptor (Homo sapiens), P43220; HEK293 GLP-1R CRE-luciferase, luminescence, 24 h; GLP-1R form is constitutively active; Potency, µM (titrated, usually from 38.3 µM), for inactives: at the top dose activity change, negative = inhibition, hits mostly inhibitors; hit rate 1.6% among 410,000; further: potency means the concentration at half of the fitted maximal effect; on the % scale 0 is the no-effect control and ±100 the full control effect; nearly all actives have a fitted effect of over 55% in size
Target sequence (P43220 whole entry, looked up): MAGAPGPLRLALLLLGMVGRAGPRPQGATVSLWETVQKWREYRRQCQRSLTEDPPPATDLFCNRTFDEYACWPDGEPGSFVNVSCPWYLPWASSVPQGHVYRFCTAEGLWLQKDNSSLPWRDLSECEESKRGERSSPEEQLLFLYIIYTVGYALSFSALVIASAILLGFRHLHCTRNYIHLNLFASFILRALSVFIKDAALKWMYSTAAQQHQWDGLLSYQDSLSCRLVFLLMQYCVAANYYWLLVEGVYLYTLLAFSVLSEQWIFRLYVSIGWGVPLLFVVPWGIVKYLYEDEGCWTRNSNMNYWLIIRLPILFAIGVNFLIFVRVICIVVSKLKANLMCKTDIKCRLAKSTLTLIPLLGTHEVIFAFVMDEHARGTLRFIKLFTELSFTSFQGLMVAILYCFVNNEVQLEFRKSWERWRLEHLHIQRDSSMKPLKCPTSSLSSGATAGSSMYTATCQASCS
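GLP-1R inverse agonism mode: basal reporter luminescence in engineered HEK293 cells measured after one day of compound exposure at 37 deg C, with a 12 min room-temperature detection step.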
EPAC1 antagonist = qHTS for Antagonist of cAMP-regulated guanine nucleotide exchange factor 3 (EPAC1): primary screen; EPAC1 GEF assay, Rap1b-BODIPY-GDP exchange fluorescence; Potency, µM (titrated, usually from 115 µM), without a hit: at the top dose activity change, negative = inhibition, most hits filed as inhibitors; hit rate 0.14% among 360,000; AID 720709, 2013;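 further: potency means the concentration at half of the fitted maximal effect; plate controls were vehicle for no effect and positive control for full effect; nearly all actives have a fitted effect of over 50% in size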
PI5P4Ka inh = qHTS for Inhibitors of phosphatidylinositol 5-phosphate 4-kinase (PI5P4K) | Phosphatidylinositol 5-phosphate 4-kinase type-2 alpha (Homo sapiens), P48426 | PI5P4Kalpha enzyme, ADP-Glo luminescence, 60 min; stronger effect = lower value | max response, % | hit rate 1.2% among 330,000 | AID 652105, 2013; active means max response of -50% or lower; inconclusive means between -30% and -50%; inactive means -30% or higher; further: value at the top dose of about 77 µM; on the % scale 0 is the no-effect control and ±100 the full control effect
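Quantitative HTS of the MLSMR library against PI5P4Kalpha with substrate. ATP added last at 5 microM final; room temperature, 60 minutes. Remaining ATP depleted, ADP converted and read as luminescence.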
PTHR1 agonist = qHTS for PTHR1 Agonists: Primary Screen | Parathyroid hormone/parathyroid hormone-related peptide receptor (Homo sapiens), Q03431 | HEK293 GP2 PTHR1 cells, GloSensor cAMP luminescence, 1 h | Potency, µM (highest dose often 115 µM), for the others: at the top dose activation, hits mostly activators | hit rate 0.075% among 410,000 | AID 743266, 2014; further: potency means the concentration at half of the fitted maximal effect; nearly all actives have a fitted effect of over 55% in size; some results filed as inactive show a strong effect at the top dose; inactives centre near -15; many of its hits are not listed in these tables
Target sequence (Q03431 whole entry, looked up): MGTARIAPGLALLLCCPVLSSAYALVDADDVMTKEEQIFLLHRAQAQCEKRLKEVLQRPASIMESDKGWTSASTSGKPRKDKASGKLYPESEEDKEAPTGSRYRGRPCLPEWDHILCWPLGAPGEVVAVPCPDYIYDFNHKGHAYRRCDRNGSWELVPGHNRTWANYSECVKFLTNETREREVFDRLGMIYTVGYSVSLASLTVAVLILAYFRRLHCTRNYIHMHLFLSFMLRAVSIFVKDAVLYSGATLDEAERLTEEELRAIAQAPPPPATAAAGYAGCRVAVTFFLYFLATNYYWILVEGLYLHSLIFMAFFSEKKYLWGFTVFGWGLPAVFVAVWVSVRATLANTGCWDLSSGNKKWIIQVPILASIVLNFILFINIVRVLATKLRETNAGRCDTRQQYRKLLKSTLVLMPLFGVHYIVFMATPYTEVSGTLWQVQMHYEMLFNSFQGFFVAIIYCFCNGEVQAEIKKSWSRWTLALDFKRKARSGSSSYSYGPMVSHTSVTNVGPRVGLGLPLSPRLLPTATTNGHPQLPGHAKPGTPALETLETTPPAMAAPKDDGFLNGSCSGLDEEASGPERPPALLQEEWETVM
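HEK-293-derived GP2 cells expressing PTHR1 and a GloSensor cAMP reporter, 3,000/well, plated overnight, given luciferin plus IBMX (each 0.5 mM as added) for 1 h at 37 °C, then compound for 1 h at 37 °C. Luminescence was read after 15 min at room temperature.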
IL2 activator = qHTS of IL-2 Activators; hit rate 0.065% among 360,000; IL-2 activation reporter assay, cell-based qHTS; stimulated with anti-CD3/CD4/CD28 beads; in transgenic mouse T cells; activation, % (series mostly up to about 46 µM); AID 652025, 2013; in the data active means activation above about 50%; inconclusive means mostly about 30% to 49%; further: 0% is about no effect
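Readout: EGFP and DsRed signals by fluorescent plate cytometry. Unstimulated transgenic mouse T cells received compound 60 min before antibody-bead stimulation, then incubated 18 h at 37 degrees C.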
PLK1 PBD inh = qHTS for Inhibitors of PLK1-PDB (polo-like kinase 1 - polo-box domain): Primary Screen | Serine/threonine-protein kinase PLK1 (Homo sapiens), P53350 | Plk1 PBD binding of FITC phosphopeptide, fluorescence polarization | Potency, µM, inactives show max response, negative = inhibition, hits mostly inhibitors | hit rate 2.8% among 360,000 | AID 720504, 2013; further: potency means the concentration at half of the fitted maximal effect; series mostly up to about 57 µM; on the % scale 0 is the no-effect control and ±100 the full control effect; nearly all actives have a fitted effect of over 65% in size
EPAC1 ag = qHTS for Agonist of cAMP-regulated guanine nucleotide exchange factor 3 (EPAC1): primary screen | hit rate 0.073% among 360,000 | EPAC1 agonist qHTS, biochemical assay; response scale: 100% = response to 6.5 mM cAMP | Potency, µM (doses to about 154 µM), for the others: at the top dose activation, actives largely listed as activators | Rap guanine nucleotide exchange factor 3 (Homo sapiens), O95398; further: potency means the concentration at half of the fitted maximal effect; nearly all actives have a fitted effect of over 60% in size
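Nucleotide exchange by EPAC1 (100 nM) on Rap1B–BODIPY-GDP (250 nM) in the presence of 50 uM GDP is tracked fluorescently at 480/540 nm over 30 min. Signals are normalized to a 6.5 mM cAMP control.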
GLP1R cytotox = qHTS of GLP-1 Receptor Inverse Agonists: Cytotox Screen; HEK293 cAMP-luciferase reporter cells, luminescence, 24 h; Potency, µM (series often up to 38.3 µM), inactives show at the top dose activity change, negative = inhibition, actives largely listed as inhibitors; hit rate 0.13% among 410,000; AID 624418, 2012;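 further: loss of luciferase light is scored as toxicity; potency means the concentration at half of the fitted maximal effect; on the % scale 0 is the no-effect control and ±100 the full control effect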
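A 23 nL compound transfer followed 12 hours of cell culture at 37 deg C; exposure then lasted 24 hr. Luciferase assay detection reagent was dispensed and plates read for luminescence after a 12 min room-temperature wait.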
GLP1R ag = qHTS of GLP-1 Receptor Agonists; AID 624172, 2012; HEK293 GLP-1R CRE-luciferase, luminescence, 4-6 h; cells express a hypersensitive GLP-1R form; Potency, µM (series often up to 45.6 µM), without a hit: at the highest dose activation, actives largely listed as activators; Glucagon-like peptide 1 receptor (Homo sapiens), P43220; hit rate 0.007% among 380,000; further: potency means the concentration at half of the fitted maximal effect; % of control where 0% means no effect
* = called active by the depositor; i = inactive; ? = inconclusive; . = no result given; & = joins results of further samples; [ ] = dose if it differs, or a comment. Unless noted, the call rests on the fitted dose curve; in most records, active means well fitted curve in the direction sought with a large enough effect; inconclusive means small, poorly fitted or top-dose-only effect, or another doubt; inactive means no such curve, though single readings can be large; an effect the other way counts as inactive or inconclusive. Only part of the results is shown; the hit share may differ from the screen's.

SMILES	GLP1R inv ag	EPAC1 antagonist	PI5P4Ka inh	PTHR1 agonist	IL2 activator	PLK1 PBD inh	EPAC1 ag	GLP1R cytotox	GLP1R ag
Cc1cc(NC(=O)c2cc(C(C)C)on2)no1	-1%	-4%	9	i	0.1	-6%	9%	-4%	1%
Cc1nn2c(N)c(-c3ccccc3)cnc2c1-c1ccccc1	21%	-16%	1	-12%	0.7	-3%	-2%	10%	0%
CCOc1ccc(/C(O)=C2/C(=O)C(=O)N(CCOCCO)C2c2cccnc2)cc1 (stereo not drawn)	8%	-7%	2	-8%[57.5 µM]	-0.1	-6%	9%	-17%	-6%
Cn1c2ccccc2c(=O)c2ccc(C#Cc3ccc(N)cc3)cc21	-25%	-13%	1	-22%	0.6	19%	0%	35%[activator]	16%
O=C(CCc1nnc(-c2ccsc2)o1)NCc1ccccc1OC(F)(F)F	3%	-2%	7	i	-2.0	-5%	-10%	-13%	3%
Cc1ccc(NC(=O)NC2CCCCCCC2)cc1	6%	1%	9	-3%	1.2	-6%	3%	1%	-4%
CCSc1cc(C)nc2c(-c3ccccc3)c(C)nn12	8%	2%	.	-27%	-2.4	-2%	1%	4%	?
CCOc1ccc(NS(=O)(=O)c2ccc(C(=O)NCc3cccnc3)cc2)cc1	15%	-11%	5	-26%	-0.5	-13%	10%	2%	7%
CCCCNc1c(-c2ccc(-c3ccc(C(C)=O)cc3)c(OC)c2)nc2cnccn12	20%	-10%	1	i	-3.0	2%	-25%	4%	4%
O=C(/C=C/c1ccc2c(c1)OCCCO2)c1ccccc1O	?	-5%	23	-28%	-0.5	0%	9%	-23%	-15%
CC(C)Cn1c(=O)c2ccccc2n2c(CCC(=O)NCc3ccccn3)nnc12	15%	-29%	-6	i	-0.5	-15%	1%	1%	-4%
O=C(C=C=Nc1ccccc1)C(=O)N=C=Cc1ccccc1	?	?	-11	-26%	-3.9	-3%	10%	13µM*	0%
CCc1ccc(N2CC(C(=O)Nc3ccc(OC)c(S(=O)(=O)N4CCOCC4)c3)CC2=O)cc1 (stereo not drawn)	3%	5%	-4	-24%	-3.6	-2%	0%	1%	3%
CCOC(=O)Cc1nnc(NC(=O)COc2ccc(F)cc2)s1	0%	12%	.	0%[57.5 µM]	-2.6	2%	0%	-18%	0%
COc1ccccc1C(=O)NNC(=O)c1ccc(C)cc1	6%	-6%	-4	i	4.7	-1%	3%	6%	-1%
COc1ccc(NC(=O)CSc2nc3c(sc4ccccc43)c(=O)n2CCCN2CCCC2)cc1	?	12%	-1	i	-5.1	-3%	-1%	?	12%
O=C(CSc1nc2ccccc2o1)NCC1CCCO1 (stereo not drawn)	-1%	-13%	-4	-1%	1.6	-2%	24%	-2%	-5%
COc1ccc(C(=O)N/N=C/c2ccc(OC(=O)c3cccs3)cc2)cc1	22%	13%	0	-5%	1.8	-5%	4%	-3%	0%
CC1(C)CC(=O)C=C(NNC(=O)C2CCCCC2)C1	11%	5%	2	-11%	-2.5	-6%	-2%	4%	-5%
CCCCN(C(=O)c1ccccc1OCc1ccc(F)cc1)c1c(N)n(CCC)c(=O)[nH]c1=O	-1%	-27%	-9	i	-0.2	1%	-3%	-7%	-6%
Nc1ncnc2nn(C3OC(CO)C(O)C3O)nc12 (stereo not drawn)	-25%	0%	0	i	-3.5	6%	4%	5%	-2%
COc1ccc(OC)c(NC(=O)CN2C(=O)NC3(CCCc4ccccc43)C2=O)c1 (stereo not drawn)	17%	-18%	3	-20%	0.3	-2%	10%	0%	-1%
CCN1CCN(C(=S)c2ccc(OCC(=O)Nc3ccc(OC)cc3)cc2)CC1	0%	-10%	3	i	1.4	-4%	-3%	55%[activator]	-3%
COc1cccc(N(CC(=O)NC2CC3CCC2C3)S(=O)(=O)c2ccccc2)c1 (stereo not drawn)	-14%	-6%	-5	i	0.4	-2%	-7%	-6%	9%
COc1ccc(CNC(=O)OCCN2CCN(Cc3ccccc3)CCC2=O)cc1	-9%	16%	-4	i	-3.2	-13%	-5%	10%	-4%

Ordered by heavy-atom count (largest number first): part of the list above.
SMILES	GLP1R inv ag	EPAC1 antagonist	PI5P4Ka inh	PTHR1 agonist	IL2 activator	PLK1 PBD inh	EPAC1 ag	GLP1R cytotox	GLP1R ag
CCCCNc1c(-c2ccc(-c3ccc(C(C)=O)cc3)c(OC)c2)nc2cnccn12	20%	-10%	1	i	-3.0	2%	-25%	4%	4%
COc1cccc(N(CC(=O)NC2CC3CCC2C3)S(=O)(=O)c2ccccc2)c1 (stereo not drawn)	-14%	-6%	-5	i	0.4	-2%	-7%	-6%	9%
Cn1c2ccccc2c(=O)c2ccc(C#Cc3ccc(N)cc3)cc21	-25%	-13%	1	-22%	0.6	19%	0%	35%[activator]	16%
Cc1nn2c(N)c(-c3ccccc3)cnc2c1-c1ccccc1	21%	-16%	1	-12%	0.7	-3%	-2%	10%	0%
O=C(C=C=Nc1ccccc1)C(=O)N=C=Cc1ccccc1	?	?	-11	-26%	-3.9	-3%	10%	13µM*	0%
COc1ccccc1C(=O)NNC(=O)c1ccc(C)cc1	6%	-6%	-4	i	4.7	-1%	3%	6%	-1%
CCSc1cc(C)nc2c(-c3ccccc3)c(C)nn12	8%	2%	.	-27%	-2.4	-2%	1%	4%	?
Nc1ncnc2nn(C3OC(CO)C(O)C3O)nc12 (stereo not drawn)	-25%	0%	0	i	-3.5	6%	4%	5%	-2%
Cc1cc(NC(=O)c2cc(C(C)C)on2)no1	-1%	-4%	9	i	0.1	-6%	9%	-4%	1%

New compounds follow.
SMILES	GLP1R inv ag	EPAC1 antagonist	PI5P4Ka inh	PTHR1 agonist	IL2 activator	PLK1 PBD inh	EPAC1 ag	GLP1R cytotox	GLP1R ag
CC[C@@H]1[C@H]2CCCC(=O)N3CC[C@@H](C[C@H]1O)[C@@H]23	24%	-10%	-2	i	0.5	0%	10%	9%	0%
Cc1cc(=O)n2[nH]c(N)c(N=Nc3ccccc3F)c2n1	1%	1%	-13	i	-1.7	-9%	-8%	?	-6%
Cc1cccc(NC(=O)c2cc3ccccc3oc2=O)c1	7%	-3%	6	-6%	-0.6	-5%	0%	2%	15%
OC(CNC1CCCC1)COc1ccc(-c2ccccc2)cc1 (stereo not drawn)	8.9µM*	-28%	10	-31%[inhibitor]	-0.5	-10%	11%	10%	1%
CCCN1C(=O)/C(=C/c2ccc3c(c2)OCO3)NC1=S	?	-21%	-1	-75%[inhibitor]	-0.9	-15%	6%	-24%	-4%
Cc1c(C(=O)N(Cc2ccccc2)Cc2cccnc2)cnn1-c1ccc(F)cc1	-9%	1%	9	-3%	9.0	-2%	7%	-1%	10%
O=C(CCCN1C(=O)NC2(CCCC2)C1=O)N1CCN(S(=O)(=O)c2ccccc2)CC1	-8%	7%	4	-8%	0.0	-9%	2%	13%	-2%
c1ccc2c(c1)nc1n2CC2CON(C3CCCCC3)C12 (stereo not drawn)	2%	-1%	-2	-17%	0.7	-14%	7%	-1%	-2%
O=[N+]([O-])c1cccc(NC(=S)N2CCc3ccccc3C2)c1	?	-11%	8	-60%[inhibitor]	0.5	-2%	6%	1%	5%
CSc1nc2ccc(NC(=O)c3c(-c4ccccc4)noc3C)cc2s1	20%	-18%	10	-31%	-0.9	-12%	10%	-2%	18%
CCO[C@@H]1OC(C(=O)N2CCOCC2)=C[C@H](c2coc3ccccc3c2=O)[C@H]1CCCO	8%	-10%	4	i	-0.2	-2%	9%	14%	2%
Cc1cc(C)cc(NC(=O)CSc2nc3c(c(=O)[nH]2)CN(Cc2ccc(F)cc2)CC3)c1	0%&0%	-5%	-6	-29%&11%	-2.2	-16%	0%	7%&9%	0%
CNC(=O)c1ccc(OC2CSC2)cc1	3%	10%	2	-2%[57.5 µM]	-0.1	-6%	7%	1%	-7%
COC(=O)Cn1cnc2scc(-c3ccc(C)cc3)c2c1=O	-25%	-14%	3	-48%[inhibitor]	2.1	-7%	6%	-7%	1%
CCOc1cc(-c2nc(C)c(C(C)=O)n2O)ccc1OCC(=O)Nc1ccc(F)cc1	-4%	-12%	2	-30%	3.3	-7%	-9%	1%	-3%
Cc1noc(NS(=O)(=O)c2ccc(NC(=O)CSc3nc4c(cc3C#N)CCCCC4)cc2)c1C	-1%	13%	.	-10%	-0.8	?	6%	6%	-3%
O=C(Nc1ccccc1C(=O)N1CCCC1)c1ccccc1	-2%	-10%	.	i	-1.5	-5%	8%	-2%	-1%
COc1ccc(OC)c(NC(=O)CSCc2cnn(-c3ccccc3)c2-n2cccc2)c1	11µM*	-11%	2	-18%[57.5 µM]	0.4	0%	8%	-3%	9%

Assay outcomes: PubChem BioAssay, National Center for Advancing Translational Sciences (NCATS)
